Screening data as filed in PubChem BioAssay.
uPA surface inh – cell surface uPA generation inhibition | cell surface uPA generation assay, qHTS | Potency, µM (doses to about 38.3 µM), without a hit: at the top dose activity change, negative = inhibition, hits mostly inhibitors | 0.31% of 330,000 active | AID 540303; active = well fitted inhibition curve with a large enough effect; inconclusive = small, poorly fitted or top-dose-only effect; inactive = no such curve, though single readings can be large or run the other way; tested in mouse RAW 264.7 cells; also: potency is read from the fitted curve at half-maximal effect; % is scaled to controls: 0 for no effect and ±100 for the full control effect; nearly all actives have a fitted effect of over 55% in size
TCR act – activates T cell receptor signaling; Potency, µM (highest dose often 9.22 µM), for inactives: at the top dose activation of IL-2 secretion, actives largely listed as activators; primary human leukocytes, anti-CD3, IL-2 HTRF, 48 h; AID 504894; 330,000 tested, under 10 active; also: % of control where 0% means no effect
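Readout: HTRF IL-2, Eu-cryptate/d2 antibody pair, 320nm excitation, 665nm emission. Stimulus: a-CD3 beads, no co-stimulation. Cells: primary human leukocytes. Exposure: 48 hr with compound.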
PTAP TSG101 blk – blocks PTAP/TSG101 interaction to inhibit HIV-1 budding | Q99816 | Fluorescence polarization, FITC-PTAP peptide / Tsg101 binding | Potency, µM (series often up to 115 µM), without a hit: at the highest dose activity change, negative = inhibition, usual class: inhibitors | 340,000 tested, under 10 active | AID 493005; active = well fitted inhibition curve with a large enough effect in the main read-out, with a control signal flat, not every such curve was filed as active; inconclusive = small, poorly fitted or top-dose-only effect, or effect the other way, or a change in a side signal; inactive = no such curve, though single readings can be large or run the other way; also: potency is read from the fitted curve at half-maximal effect; % of control where 0% means no effect
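Compounds were pin-transferred onto Tsg101 binding domain (10 uM final) in HEPES pH 7.5 buffer, then FITC-PTAP peptide was added at 50 nM final. After 20 min at RT, polarization reported peptide displacement across a qHTS concentration series.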
ELG1 repair inh – ELG1-dependent DNA repair inhibition; HEK293T ELG1-luciferase reporter, luminescence, 16 h; DNA damage induced by 5-fluorouridine; Potency, µM (highest dose often 46.1 µM), without a hit: at the highest dose activity change, negative = inhibition, most hits filed as inhibitors; 2.3% of 330,000 active; AID 504467; also: potency is read from the fitted curve at half-maximal effect; % is scaled to controls: 0 for no effect and ±100 for the full control effect; nearly all actives have a fitted effect of over 55% in size
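Luminescence from the luciferase reporter, measured 30 min after ONE-Glo reagent at room temperature, was the read-out. Beforehand, 2,000 cells per well were exposed for 16 hr at 37 °C to 5-fluorouridine together with compound or vehicle.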
Mito fusion act – blocks mitochondrial division or promotes mitochondrial fusion; S. cerevisiae fusion-defective mutant growth rescue, CellTiterGlo 48 h; Potency, µM (highest dose often 46.1 µM), inactives show top-dose growth rescue (activation), hits mostly activators; 0.23% of 320,000 active; AID 485298;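 also: potency is read from the fitted curve at half-maximal effect; % of control where 0% means no effect; nearly all actives have a fitted effect of over 45% in size; temperature-sensitive fusion mutants such as fzo1-1 at 37 °C on non-fermentable ethanol glycerol medium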
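S. cerevisiae fusion-defective temperature-sensitive mutants (e.g. fzo1-1, mgm1-5) grown 48 h at 37C in YPEG (ethanol/glycerol non-fermentable) medium with 23 nl compound per well; growth rescue read as CellTiterGlo luminescence.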
TSHR antagonist – antagonists of human thyroid stimulating hormone receptor; TSHR-expressing cells, TSH-stimulated cAMP HTRF, 2 h; hits give low values; activity change, negative = inhibition, % at 11.5 µM; 0.2% of 330,000 active;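 active = activity change below a set negative limit, meaning inhibition stronger than a set level, cut at about -70% in these data; inconclusive = activity change between two set negative limits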; also: % is scaled to controls: 0 for no effect and ±100 for the full control effect
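Cell-based HTRF cAMP assay; TSHR cells + compound, TSH EC80 (4nM final), 2 h, 37 deg C. Lysis with anti-cAMP cryptate and cAMP-d2, 30 min RT, read 665/620 nm.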
Eya2 inh – Eya2 (human) phosphatase inhibition; AID 488837; O00167; Potency, µM (series often up to 76.9 µM), for inactives: top-dose activity, negative = inhibition, actives largely listed as inhibitors; recombinant Eya2, OMFP fluorescence dephosphorylation (OMFP is methylfluorescein phosphate); 0.006% of 330,000 active; also: potency is read from the fitted curve at half-maximal effect; % is scaled to controls: 0 for no effect and ±100 for the full control effect
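Eya2 (0.2 uM) preincubated 10 min at ambient with compound, then OMFP substrate added at 50 uM; 10 min reaction in 50 mM HEPES pH 7.5, 50 mM NaCl, 5 uM MgCl2, 0.05% BSA, 1 mM DTT. Fluorescence read at Ex 485/Em 525 nm.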
USP2a block – inhibitors of human ubiquitin-specific protease USP2a. Potency, µM (doses to about 38.3 µM), for the others: top-dose activity change, negative = inhibition, hits mostly inhibitors. 0.01% of 330,000 active. O75604. AID 463254. USP2 core, Ub-CHOP2 coupled fluorogenic reporter, 485/531;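 also: potency is read from the fitted curve at half-maximal effect; plate controls were DMSO wells for no effect and full inhibition by NEM control for full effect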
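Deubiquitinase activity read as fluorescence (485/531 nm) after Ub-CHOP2 cleavage activates the enterokinase reporter on its substrate; USP2 core 10nM, Ub-CHOP2 and substrate 25nM each, 30min compound preincubation then 60min RT; data normalized to NEM, curves fitted.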
BCR signal inh – chronic active BCR signaling inhibition; ABC-DLBCL IkBa-CBG/CBR reporter, luminescence ratio, 4 h; Potency, µM (highest dose often 46.1 µM), without a hit: at the highest dose ratio change, negative = lower green/red ratio, actives largely listed as inhibitors; 0.05% of 340,000 active; AID 493014; active = well fitted inhibition curve with a large enough effect in the signal ratio, with a control signal flat, not every such curve was filed as active; inconclusive = small, poorly fitted or top-dose-only effect, or effect the other way, or a change in a side signal; the % refers to the signal ratio;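 also: potency is read from the fitted curve at half-maximal effect; plate controls were basal doxycycline-induced cells for no effect and cells given 10 µM MG132 for full effect; MG132 reads +100%, hits lower the ratio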
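TMD8 human ABC-DLBCL cells with doxycycline-inducible IκBα–green luciferase fusion and unfused red luciferase, in 0.5% FBS medium; compounds up to 46 uM, 4 h at 37C. Green/red luminescence ratio, filter-overlap corrected, fitted to concentration-response curves.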
B2AR arrestin – recruits beta-arrestin to the human beta2-adrenergic receptor. P07550. beta-arrestin recruitment to beta2AR, cell-based reporter. Potency, µM (series often up to 46.1 µM), inactives show at the highest dose activation, actives largely listed as activators. 0.02% of 330,000 active;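 also: potency is read from the fitted curve at half-maximal effect; 0% = DMSO controls and full agonism = EC100 isoproterenol or metaproterenol; nearly all actives have a fitted effect of over 65% in size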
Target sequence (P07550 whole entry, looked up): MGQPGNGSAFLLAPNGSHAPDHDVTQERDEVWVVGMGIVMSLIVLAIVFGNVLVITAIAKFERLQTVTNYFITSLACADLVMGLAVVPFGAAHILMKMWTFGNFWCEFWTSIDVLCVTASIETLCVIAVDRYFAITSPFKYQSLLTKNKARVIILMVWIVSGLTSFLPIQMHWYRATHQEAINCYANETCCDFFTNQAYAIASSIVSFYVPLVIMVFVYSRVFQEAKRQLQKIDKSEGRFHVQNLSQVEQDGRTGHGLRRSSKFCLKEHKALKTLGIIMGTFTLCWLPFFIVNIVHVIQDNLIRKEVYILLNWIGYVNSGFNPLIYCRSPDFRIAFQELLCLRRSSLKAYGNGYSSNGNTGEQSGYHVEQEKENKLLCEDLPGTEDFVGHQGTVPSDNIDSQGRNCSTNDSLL
Tb PFK inh – T. brucei PFK enzyme inhibition; O15648; T. brucei PFK, ADP-Glo luminescence; Potency, µM (highest dose often 57.5 µM), for inactives: top-dose activity, negative = inhibition, actives largely listed as inhibitors; 0.17% of 330,000 active;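 also: potency is read from the fitted curve at half-maximal effect; 0% = uninhibited 1x PFK enzyme wells and -100% = no-enzyme wells; nearly all actives have a fitted effect of over 60% in size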
Target sequence (O15648 whole entry, looked up): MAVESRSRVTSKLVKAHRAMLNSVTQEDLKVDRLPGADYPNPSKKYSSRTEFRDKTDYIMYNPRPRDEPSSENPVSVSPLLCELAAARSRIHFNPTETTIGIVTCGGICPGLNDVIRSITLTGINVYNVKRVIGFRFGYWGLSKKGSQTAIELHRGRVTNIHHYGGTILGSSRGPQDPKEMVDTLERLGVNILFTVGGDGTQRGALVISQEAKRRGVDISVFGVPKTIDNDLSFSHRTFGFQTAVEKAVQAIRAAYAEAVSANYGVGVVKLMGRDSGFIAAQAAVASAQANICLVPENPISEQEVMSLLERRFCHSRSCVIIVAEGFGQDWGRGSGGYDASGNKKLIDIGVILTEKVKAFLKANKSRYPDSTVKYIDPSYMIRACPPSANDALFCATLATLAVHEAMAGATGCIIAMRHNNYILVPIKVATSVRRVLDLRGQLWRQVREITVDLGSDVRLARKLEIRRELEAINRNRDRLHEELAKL
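ADP-Glo luminescence quantified ADP after 45 min at room temperature, with 1.25 nM T. brucei PFK, 0.1 mM ATP and 0.5 mM fructose-6-phosphate in pH 8.0 TEA buffer. qHTS titrations up to 57 µM; curves classified by quality.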
Active calls of the source: *; ? = inconclusive; nt = no result given; & = joins results of further samples; [ ] = another dose, or the depositor's remark. Unless noted, calls follow the shape of the dose curve; as a rule, active = well fitted curve in the direction sought with a large enough effect; inconclusive = small, poorly fitted or top-dose-only effect, or another doubt; inactive = no such curve, though single readings can be large; an effect the other way counts as inactive or inconclusive.

SMILES	uPA surface inh	TCR act	PTAP TSG101 blk	ELG1 repair inh	Mito fusion act	TSHR antagonist	Eya2 inh	USP2a block	BCR signal inh	B2AR arrestin	Tb PFK inh
CCCSc1ccc(C(=O)Nc2ccc(F)cc2F)cn1	-1%	0%	4%	?	-1%	0	-4%	4%	?	0.4%	-2%
COc1cc(-c2nnc(NC(=O)CCS(=O)(=O)c3ccc(F)cc3)o2)cc(OC)c1OC	21%	1%	-6%	22%	12%	9	18%	-2%	0%	0.2%	10%
CN(c1ccc(Cl)cc1)S(=O)(=O)c1nnc(NC(=O)c2ccco2)s1	-4%	-1%	-1%	-3%	-37%[inhibitor]	-6	1%	3%	14%	0.0%	-12%
COc1ccc(C(=O)Nc2ccc([N+](=O)[O-])cn2)c(OC)c1	-4%	0%[46.1 µM]	-4%	?	6%	10	-4%	2%	?	-0.4%	-5%
COc1ccc(-c2nn(-c3ccccc3)cc2/C=N/Nc2ccccn2)cc1OC	?	2%[46.1 µM]	1%	15µM*	13%	5	-2%	2%	?	-0.6%	4%
N#CN=C(N)c1ccccc1	-18%	-20%	-8%	-4%&2%	2%&-7%	-5&-10	-13%&2%	1%&13%	0%&6%	-0.7%&-0.1%	3%&-1%
CCOc1ccc(-n2c(C)nc3cc(C(=O)NCC4CCCO4)ccc32)cc1 (stereo unspecified)	3%	-8%	-4%	5%	-8%	-22	6%	2%	1%	0.4%	2%
COc1ccc(S(=O)(=O)N2Cc3ccccc3CC2C(=O)O)cc1OC (stereo unspecified)	5%	-3%	1%	-1%	0%	-1	29%	0%	-4%	-0.1%	2%
O=C(CCC(=O)n1ncc2ccccc21)N1CCCCC1	9%	-3%	-9%	?	-1%	5	9%	3%	0%	0.2%	0%
CC1(C)Cc2c(c(N3CCOCC3)nc3snc(NC(=O)c4ccccc4)c23)CO1	-2%	2%	-3%	?	-1%	8	2%	2%	-12%	-1.6%	1%
NC(=O)C1CCN(c2ncccc2[N+](=O)[O-])CC1	2%	nt	-6%	7%	1%	10	-5%	-1%	2%	-0.6%	0%
COc1ccc(Cc2noc(CN3CCCN(Cc4ccc(F)cc4)CC3)n2)cc1OC	-6%	-3%	-3%	?	3%	0	2%	1%	-4%	-0.2%	0%
Cc1ccc(NC(=O)c2ccccc2NS(=O)(=O)c2ccc(Cl)s2)cc1S(=O)(=O)N1CCOCC1	-3%	4%[46.1 µM]	-2%	23µM*	-10%	?	1%	-3%	?	0.1%	1%
O=C(CNC(=O)c1sc2ccccc2c1Cl)OCc1ccccc1	-1%	0%	0%	7%	-5%	-17	-8%	-4%	3%	0.1%	1%
Cc1cc(N2CCOCC2)nc(-c2ccccc2O)n1	1%	-2%[46.1 µM]	-1%	?	3%	-10	1%	3%	?	-0.5%	0%
O=C(CCC1CCCCC1)NCCS(=O)(=O)N1CCN(c2ccccc2)CC1	1%	-6%	-1%	1%	2%	5	11%	1%	-1%	0.1%	-5%
Cn1c(SCc2c(Cl)cccc2Cl)nnc1-c1ccc2nonc2c1	-4%	-1%	-2%	-5%	-7%	-7	?	3%	2%	0.0%	2%
CN1CCCN(C(=O)c2ccc(Br)s2)CC1	7%	8%	-3%	?	-3%	14	-7%	-1%	2%	-0.4%	-1%
O=C(/C=C/c1ccc(Cl)cc1)N1CCN(c2ccccc2[N+](=O)[O-])CC1	-3%	0%[46.1 µM]	0%	-2%	?	27	-7%	3%	-2%	-2.0%	2%
COC(=O)C1(C)Nc2ccccc2C(=O)N1c1ccccc1C (stereo unspecified)	-5%	-3%	-3%	?	-1%	2	-20%	1%	0%	-0.3%	3%
O=C(NCc1ccc(Cl)cc1)c1cccc(NC(=O)c2ccccc2)c1	-5%	-4%[46.1 µM]	1%	18µM*	0%	3	-10%	-6%	-2%	?	-4%
COc1ccc(N2CCN(c3nc(Nc4ccc(F)cc4)nc(OC)n3)CC2)cc1	nt	nt	nt	3%	1%	-5	1%	1%	-2%	-0.4%	0%
O=C(CCCc1ccccc1)NCCc1ccc(F)cc1	7%	-5%	-1%	?	6%	24	4%	-1%	0%	-0.4%	2%
COc1cc(/C=N/N2CCOCC2)ccc1OCc1ccc(Cl)cc1	6%	3%	3%	?	18%	4	-14%	2%	-11%	0.0%	1%
COc1ccc(/C=N/n2cnc3c([nH]c4ccc(F)cc43)c2=O)cc1CSc1ccccn1	2%	-3%	-2%	-1%	-4%	-1	-8%	-2%	0%	-0.3%	-4%
COC(=O)c1ccc(CN2C(=O)NC3(CCCc4ccccc43)C2=O)o1 (stereo unspecified)	3%	-2%	-5%	-6%	9%	-1	13%	-4%	-1%	0.0%	-2%
O=C(Nc1ccc2nc3n(c(=O)c2c1)CCCCC3)c1c(F)ccc([N+](=O)[O-])c1F	17%	5%	1%	?	-9%	-16	2%	1%	?	-0.1%	-5%
c1ccc(C2CC(c3ccccc3)n3c(nc4ccccc43)N2)cc1 (stereo unspecified)	10%	-1%[46.1 µM]	2%	26%	-9%	5	11%	-1%	-1%	-0.1%	4%
CCOC(=O)c1ccc(N/C=C/C(=O)C(C)(C)C)cc1	1%	-8%	-2%	?	0%	3	-1%	-1%	0%	-0.5%	8%
COc1ccc(OC)c(C(C)NC(=O)C(C)Cc2ccccc2)c1 (stereo unspecified)	8%	11%	-4%	-2%	3%	1	5%	-2%	2%	-0.8%	-2%
CCCNC(=O)c1ccc(N2CCC3(CC2)CC(c2ccccc2)=NO3)c(NC(=O)c2cccc(OC)c2)c1	-6%	4%	-2%	4.6µM*	-8%	-1	8%	1%	-10%	-0.2%	0%
O=C(NCC1CCCO1)c1ccc2c(c1)N(Cc1ccc(F)cc1Cl)C(=O)CS2 (stereo unspecified)	-14%	-8%	-2%	1%	?	-4	4%	5%	10%	0.1%	4%
Cc1cc(C)c(C)c(OCCCCN(C)Cc2ccccc2)c1	-3%	2%	-1%	-13%	-15%	6	-1%	1%	1%	-1.2%	-1%
NC(=O)CSc1nccn1Cc1ccccc1	6%	nt	-1%	10%	-4%	21	7%	10%	-13%	0.1%	-1%
COc1cc(OC)c(S(=O)(=O)NCc2ccco2)cc1S(=O)(=O)NCc1ccco1	6%	-2%	-1%	5%	2%	4	-27%	0%	12%	-0.6%	-4%
CCOc1cccc(C(=O)Nc2ccc3oc(Cc4ccc(Cl)cc4)nc3c2)c1	-3%	3%	-2%	18µM*	14%	-39	-27%	-2%	?	-0.3%	1%
CCN1CCN(C(=O)C(Cc2ccccc2)NC(=O)c2ccc(Cl)c(S(=O)(=O)N(C)C)c2)CC1 (stereo unspecified)	?	2%	-3%	-4%	nt	nt	-7%	3%	-2%	-1.4%	-1%
Cc1c(OCC(=O)NCc2ccncc2)ccc2c3c(c(=O)oc12)CCC3	1%	-5%	-2%	5%	-8%	6	-12%	0%	?	0.1%	1%
COc1ccc(OC)c(CN2CCN(C(=O)CCC(=O)c3cccs3)CC2)c1	1%	-3%	1%	-22%	6%	-7	-7%	2%	?	-0.2%	-1%
CC(=O)c1cnc2cc(-c3cccc(Br)c3)nn2c1C	1%	nt	0%	?	30%	-3	17%	2%	?	-1.1%	-5%
COc1ccc(/C=N/N=C/c2c[nH]c(=O)c(C#N)c2Nc2ccccc2)cc1	3%	-2%	-4%	-14%	0%	-2	-8%	2%	0%	-0.5%	-3%
CCc1nnc(NC(=O)c2c(O)c3cccc4c3n(c2=O)CC4)s1	nt	nt	nt	?	3%	-3	-4%	1%	?	0.0%	-10%
CCCN1C(=O)c2ccc(C(=O)Nc3cc(C)on3)cc2C1=O	-1%	nt	-4%	?	-1%	7	6%	0%	3%	-1.1%	-8%
CCCOc1ccc(-c2c(C(=O)N/N=C(\C)c3cccs3)nnn2-c2nonc2N)cc1	5%	-1%	-3%	23%	0%	2	-11%	1%	0%	-0.1%	0%
O=C(Nc1ccc(O)c2c(=O)cc(-c3cccc(Cl)c3)oc12)c1ccccc1Cl	-13%	4%	-2%	-20%	?	8	0%	3%	0%	-0.4%	-2%
Cc1ccc(N2C(=O)N3[C@H](c4cccc(C)c4)[C@@H]4C(=O)N(Cc5ccccc5)C(=O)[C@@H]4[C@]3(C)C2=O)cc1	-5%	-5%	1%	?	?	-1	0%	-1%	1%	-0.1%	-3%
